CRE-bla Fsk – modulators of forskolin-stimulated CRE signaling in CHO cells. CHO CRE-bla reporter (cAMP response element driving beta-lactamase), forskolin EC10, beta-lactamase ratio. Potency, µM (series often up to 38.2 µM), without a hit: at the highest dose activity change, negative = inhibition, most hits filed as activators. 71,000 compounds, 2.5% hits; active = well fitted activation curve with a large enough effect in the signal ratio, with a control signal flat, not every such curve was filed as active; inconclusive = small, poorly fitted or top-dose-only effect, or effect the other way, or a change in a side signal; the % refers to the signal ratio; note: potency is the fitted concentration of half-maximal effect; % of control where 0% means no effect
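Beta-lactamase reporter under a cAMP responsive element in CHO cells; compounds tested in titration series against EC10 NKH 477, 3 h at 37 °C. Read-out: CCF4 FRET ratio 460nm/530nm (excitation 405nm) giving %Activity, fitted to AC50.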
HBB splicing – hemoglobin beta splicing modulation; HBB splicing reporter cell assay, activation; EGFP reporter with mutant IVS2-654 intron; response scale: normalised to 500 nM splice-correcting PNA; Potency, µM (series often up to 46.1 µM), for inactives: top-dose activation, usual class: activators; 65,000 compounds, 0.06% hits; AID 925; note: potency is the fitted concentration of half-maximal effect; 0% is about no effect
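Compounds were applied for 2 days to HeLa EGFP-654 cells, 500/well in Optimem with 2% FCS. The reporter's EGFP is disrupted by mis-splicing of beta-globin intron IVS2-654. Readout: summed well GFP fluorescence from 488 nm laser scanning; reference was 500 nM antisense […] 654 PNA.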
Rhodamine autofl – rhodamine region autofluorescence; Rhodamine-region fluorescence, 547/598 nm, Tris buffer; hits give high values; AID 594; 59,000 compounds, 0.05% hits; max dye-equivalent concentration, M; in the data active = max dye-equivalent concentration above about 11 nM; inconclusive = between about 1.1 nM and that limit
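A six-point rhodamine series on each plate calibrates the signal. Compounds sit in 100 mM Tris (pH 8.0) for 15 min at ambient temperature before imaging through 547 nm/598 nm filters.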
TexasRed autofl – compounds fluorescent in Texas Red spectral region. Compound fluorescence, Texas Red channel, 547/618 nm; hits give high values. max dye-equivalent concentration, M. 59,000 compounds, 0.06% hits. AID 587; in the data active = max dye-equivalent concentration above about 10 nM; inconclusive = between about 1.1 nM and that limit
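qHTS profiling of intrinsic compound fluorescence; 100 mM Tris pH 8.0; 15 min RT; ex 547 / em 618 nm; response expressed as Texas Red dye-equivalent concentration from six-point plate standard.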
ERK AVP inh – vasopressin-driven ERK pathway inhibition; Potency, µM (highest dose often 57.5 µM), for inactives: top-dose activity, negative = inhibition, actives largely listed as inhibitors; 72,000 compounds, 0.99% hits; HEK293-V1b, vasopressin-stimulated pERK AlphaScreen; AID 995; note: potency is the fitted concentration of half-maximal effect; % is set by controls: 0 for no effect and ±100 for the full control effect; nearly all actives have a fitted effect of over 55% in size
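qHTS, compounds titrated on V1b-expressing HEK293 cells. Preincubation 30 min at 37C, vasopressin 25 nM for 5 min, lysis 10 min, bead incubation 5 hr at room temperature.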
15-hLO inh – 15-hLO (ALOX15) enzyme inhibition; purified 15hLO-1, xylenol orange hydroperoxide absorbance; Potency, µM (top dose mostly 57.1 µM), inactives show at the top dose activity change, negative = inhibition, most hits filed as inhibitors; 74,000 compounds, 1.4% hits; note: potency is the fitted concentration of half-maximal effect; % is set by controls: 0 for no effect and ±100 for the full control effect; nearly all actives have a fitted effect of over 55% in size
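Inhibition is scored from a chromogenic endpoint. After 15 min enzyme-compound contact, arachidonic acid (50 uM final) reacts 6 min with 40 nM 15hLO-1 at room temperature, then Fe-XO reagent is added for 30 min and absorbance ratio recorded.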
HADH2 inh – HADH2 (human) dehydrogenase inhibition; Q99714; recombinant HADH2, NADH fluorescence, beta-hydroxybutyryl-CoA; Potency, µM (top dose mostly 57.1 µM), without a hit: at the top dose activity change, negative = inhibition, actives largely listed as inhibitors; 73,000 compounds, 3.4% hits; note: potency is the fitted concentration of half-maximal effect; % is set by controls: 0 for no effect and ±100 for the full control effect; nearly all actives have a fitted effect of over 60% in size; many of its hits are not listed in these tables
Target sequence (Q99714 whole entry, looked up, one chain of several): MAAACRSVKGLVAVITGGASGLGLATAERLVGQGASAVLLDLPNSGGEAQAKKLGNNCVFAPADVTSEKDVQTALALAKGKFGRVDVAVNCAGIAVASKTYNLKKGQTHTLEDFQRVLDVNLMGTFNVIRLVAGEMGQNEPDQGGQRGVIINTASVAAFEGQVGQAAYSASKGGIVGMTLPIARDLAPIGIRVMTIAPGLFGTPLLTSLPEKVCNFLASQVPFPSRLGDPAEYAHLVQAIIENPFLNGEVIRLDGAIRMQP
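Read-out: 360 nm excitation, 450 nm emission, kinetic over 4 min. Conditions: His-tagged human HADH2 20 nM, pH 9.0 Tris with Tween-20, 1 mM NAD+, 90 uM beta-hydroxybutyryl-CoA.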
Luciferase inh – firefly luciferase inhibition. purified firefly luciferase, luminescence, 8 min. Potency, µM (doses to about 57.1 µM), inactives show top-dose activity change, negative = inhibition, usual class: inhibitors. 72,000 compounds, 2.2% hits; note: potency is the fitted concentration of half-maximal effect; % is set by controls: 0 for no effect and ±100 for the full control effect; nearly all actives have a fitted effect of over 40% in size
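Firefly luciferase (PKLight detection mix) with 10 uM ATP in pH 7.2 imidazole buffer (KCl, MgCl2, Tween 20, BSA). Compounds tested across a concentration series (qHTS). Luminescence read after 8 min at ambient temperature.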
Hsp90 Hop PPI – changes Hsp90-Hop TPR2A binding signal, up or down. AlphaScreen TPR2A-His6 binding biotin-Hsp90 C-terminal peptide. Potency, µM (series often up to 57 µM), without a hit: at the highest dose activity change, negative = inhibition. 71,000 compounds, 0.44% hits; active = well fitted curve in either direction with a large enough effect; inconclusive = small, poorly fitted or top-dose-only effect, or another doubt; note: potency is the fitted concentration of half-maximal effect; % is set by controls: 0 for no effect and ±100 for the full control effect; many of its hits are not listed in these tables
Pol III holo inh – blocks replication by bacterial DNA polymerase III holoenzyme. AID 603. 71,000 compounds, 0.25% hits. Potency, µM (titrated, usually from 57.1 µM), for the others: at the top dose activity change, negative = inhibition. reconstituted DNA polymerase III holoenzyme replication, biochemical; note: potency is the fitted concentration of half-maximal effect; % is set by controls: 0 for no effect and ±100 for the full control effect
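Reconstituted *E. coli* holoenzyme (0.35 nM Pol III, 1 nM beta, 154 nM SSB, 2 nM primase) was preincubated with compound for 15 min at RT. Synthesis on 1.4 nM ssM13Gori ran 35 min, then was stopped with PicoGreen/EDTA and read as dsDNA fluorescence.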
Tau filament bind – tau filament binding; P10636; recombinant tau filaments, thioflavin S fluorescence, 15 h; filaments grown with octadecylsulfate alongside compound; Potency, µM (top dose mostly 57.1 µM), for inactives: top-dose activity change, negative = inhibition; 71,000 compounds, 2% hits;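 note: potency is the fitted concentration of half-maximal effect; % is set by controls: 0 for no effect and ±100 for the full control effect; actives lower thioflavin S fluorescence by blocking filaments or displacing dye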
Target sequence (P10636 whole entry, looked up): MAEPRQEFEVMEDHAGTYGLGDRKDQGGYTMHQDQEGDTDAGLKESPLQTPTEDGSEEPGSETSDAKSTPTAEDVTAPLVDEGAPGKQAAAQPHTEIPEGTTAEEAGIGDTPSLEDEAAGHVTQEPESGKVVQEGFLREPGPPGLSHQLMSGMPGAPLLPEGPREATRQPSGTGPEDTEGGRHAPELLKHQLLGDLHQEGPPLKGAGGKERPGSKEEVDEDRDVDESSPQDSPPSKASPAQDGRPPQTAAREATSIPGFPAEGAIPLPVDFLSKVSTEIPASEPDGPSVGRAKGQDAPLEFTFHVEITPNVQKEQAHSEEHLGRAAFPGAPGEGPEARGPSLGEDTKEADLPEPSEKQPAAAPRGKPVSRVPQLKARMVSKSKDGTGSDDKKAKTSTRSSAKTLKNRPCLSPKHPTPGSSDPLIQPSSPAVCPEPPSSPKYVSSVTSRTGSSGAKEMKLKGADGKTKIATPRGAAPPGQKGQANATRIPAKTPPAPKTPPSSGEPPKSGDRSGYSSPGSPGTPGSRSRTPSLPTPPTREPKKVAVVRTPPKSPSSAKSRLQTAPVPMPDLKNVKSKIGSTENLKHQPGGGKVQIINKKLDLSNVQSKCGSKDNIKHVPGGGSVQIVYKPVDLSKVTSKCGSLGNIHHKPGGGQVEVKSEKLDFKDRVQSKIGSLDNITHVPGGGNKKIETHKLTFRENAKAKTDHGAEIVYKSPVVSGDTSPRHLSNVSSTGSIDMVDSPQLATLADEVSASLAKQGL
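Recombinant tau protein (human, 1 uM final) plus 30 uM ODS in HEPES pH 7.4 with NaCl, DTT and thioflavine S. Compound present from the start; fluorescence at 510 nm after 15 h, 37 C.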
The depositor's hits bear a star; i = inactive; ? = inconclusive; . = not tested or not shown; [ ] = another dose, or the depositor's remark. Unless noted, calls come from the whole dose curve; as a rule, active = well fitted curve in the direction sought with a large enough effect; inconclusive = small, poorly fitted or top-dose-only effect, or another doubt; inactive = no such curve, though single readings can be large; an effect the other way counts as inactive or inconclusive.

SMILES	CRE-bla Fsk	HBB splicing	Rhodamine autofl	TexasRed autofl	ERK AVP inh	15-hLO inh	HADH2 inh	Luciferase inh	Hsp90 Hop PPI	Pol III holo inh	Tau filament bind
CCCN(CCC)CCSc1nc(O)c(C(C)C)c(=O)[nH]1	-9%	0.3%[57.5 µM]	i	i	12%	16%	-11%	-1%	-4%	-2%	-23%
CCOC(=O)c1cnc(SCC(=O)N2CCc3ccccc32)nc1N	-1%	-0.6%	i	?	-19%	-14%	?	0%	-3%	-6%	5%
CCOc1cc(NC(=O)c2ccco2)c(OCC)cc1NC(=O)CCc1ccc(OC)cc1	-2%	-0.1%[57.5 µM]	i	i	-7%	8%	65%[activator]	1%	0%	-6%	-9%
CCCOc1ccc(C2C(C(=O)OC)=C(C)N=C3SCCC(=O)N32)cc1OCC (stereo not given)	7%	-1.9%	i	i	6%	-1%	-4%	3%	-14%	-3%	3%
N#Cc1cc2c(=O)n3ccccc3nc2n(CCN2CCOCC2)c1=O	?	1.6%[0.369 µM]	i	i	-18%	-5%	13µM*	2%	-5%	-1%	12%
COCCCN1C(=O)C(=O)/C(=C(/O)c2ccc(OCC(C)C)cc2C)C1c1cccnc1 (stereo not given)	?	-1.5%[0.0738 µM]	.	.	-1%	16%[11.4 µM]	-20%[11.4 µM]	1%	0%[11 µM]	-6%[11.4 µM]	10%[11.4 µM]
Cc1onc(-c2ccccc2)c1C(=O)NCC1CCCO1 (stereo not given)	12%	-1.4%	i	i	0%	0%	-3%	2%	-4%	-3%	1%
COc1ccc(-c2noc(CCC(=O)NCCCN3CCC(C)CC3)n2)cc1	-19%	1.4%	i	i	15%	7%	0%	-1%	-2%	-1%	-8%
CN(CC(=O)Nc1ccc(F)c(Cl)c1)S(=O)(=O)c1cccc2nsnc12	-23%	-0.2%	i	i	9%	-6%	0%	-1%	-2%	0%	-24%
Cc1c(C(=O)O)[nH]c2c1C(=O)CC(c1ccc(Cl)cc1)C2 (stereo not given)	-2%	1.6%	i	i	?	-22%	-4%	-2%	-4%	4%	16%
O=S(=O)(Nc1nccs1)c1ccc2c(c1)OCCO2	-8%	-2.6%	i	i	22%	12%	1%	2%	?	8%	-8%
CC1CCC(N2CCN(S(C)(=O)=O)CC2)CC1 (stereo not given)	-2%	-0.2%[57.5 µM]	i	i	15%	0%	-2%	0%	-1%	-6%	3%
COc1ccccc1NC(=O)CC1C(=O)Nc2c1c(=O)n(C)c(=O)n2C (stereo not given)	-7%	-0.8%[57.5 µM]	i	i	-8%	8%	0%	-2%	1%	-6%	-10%
Cc1ccc(NC2=CC(=O)CCC2)cc1C	2%	-0.4%	i	i	-10%	1%	-9%	-2%	-2%	-8%	-1%
O[C@H]([C@H](O)[C@@H](O)c1nc2ccccc2[nH]1)[C@@H](O)c1nc2ccccc2[nH]1	1%[7.6 µM]	2.2%[9.22 µM]	i	i	3%[11.5 µM]	14%[11.4 µM]	7%[11.4 µM]	1%[11.4 µM]	-2%[11 µM]	2%[11.4 µM]	6%[11.4 µM]
CCCc1nc2oc3c(N4CCNCC4)ncnc3c2c2c1CCCC2	15%	0.7%[57.5 µM]	i	i	5%	11%	-9%	1%	-1%	7%	0%
Cc1nnc(C)n1/N=C/c1ccc(C(C)C)cc1	5%	0.3%	i	i	60%[activator]	12%	3%	-2%	-3%	3%	8%
CC1(C)[C@@H]2CC[C@]1(C)[C@@H](OC(=O)/C=C\c1ccccc1)C2	7%[7.6 µM]	-0.8%[9.22 µM]	i	i	-2%[11.5 µM]	-2%[11.4 µM]	0%[11.4 µM]	1%[11.4 µM]	2%[11 µM]	-11%[11.4 µM]	6%[11.4 µM]
Cc1ccc(NC(=O)CS(=O)CC(=O)N(c2ccccc2)C(C)C(=O)NC2CCCC2)cc1 (stereo not given)	-15%	-1.5%	i	i	3%	-5%	15%	2%	0%	-6%	-17%
COc1ccc(-c2nc(C#N)c(N3CCCCCC3)o2)cc1OC	1.3µM*	-0.5%[0.369 µM]	i	i	?	-18%	?	-14%	-20%	2%	20%
COc1ccc(C2N3CC4(C)CN2CC(C)(C3)C4O)cc1 (stereo not given)	-5%	0.2%	.	.	6%	8%	1%	0%	1%	5%	-8%
O=C(COc1ccc(OCc2ccccc2)cc1)NC1CCOC1=O (stereo not given)	-8%	0.8%[57.5 µM]	i	?	-19%	19%	6%	-10%	2%	-3%	-6%
O=C(NCc1ccccc1)c1noc2c1CCCCC2	-27%	-2.5%	i	i	17%	-8%	3%	-15%	-3%	-2%	-26%
Cc1c(C(=O)NCCN2CCOCC2)sc2nc(-c3ccc(F)cc3)cn12	?	-0.6%	i	i	18%	-2%	3%	-2%	-4%	0%	37%
Cc1ccc(S(=O)(=O)N[C@H]2COC(=O)[C@@H](C)COC(=O)C/C=C\[C@H]2C)cc1	.	3.4%[9.22 µM]	.	.	15%[11.5 µM]	-13%[11.4 µM]	-4%[11.4 µM]	0%[11.4 µM]	.	.	.
COCCn1c(=O)c(-c2cc(F)cc(F)c2)nc2cnc(Oc3ccccc3)nc21	-2%	-1.7%	i	i	-16%	-10%	-23%	1%[11.4 µM]	-5%	-8%	?
CCCn1cnc2c(cnn2-c2ccc(F)cc2)c1=O	6%	-6.6%	i	?	-18%	2%	12%	-14%	1%	0%	-9%
COCCCN1CC23C=CC(O2)C(C(=O)O)C3C1=O (stereo not given)	-2%	-0.1%	.	.	.	6%	-1%	2%	1%	-8%	-4%
c1ccn2c(c1)nc1c2nc2ccccn21	?	1.1%	i	i	-15%	0%	7.9µM*	-9%	-4%	-2%	46%
COc1ccc(Br)c(C(=O)Nn2c(C)nc3ccccc3c2=O)c1	-5%	-1.3%	i	i	31%[activator]	6%	-4%	-1%	0%	3%	16%
COc1ccc(N2CCN(C(=O)c3ccc4nc(N5CCCCC5)sc4c3)CC2)cc1	7%	-0.8%	.	.	?	-3%	-4%	1%	-2%	-7%	61%
CC(C)n1c(NCc2cccs2)nc2ccccc21	?	-2.0%	i	i	-36%	?	10%	1%	-27%	-8%	9%
C#C[C@]1(O)CC[C@@H]2[C@H]3CCC4=CCCC[C@@H]4[C@@H]3CC[C@@]21C	-5%[17.1 µM]	2.6%[20.6 µM]	i	?	-3%[25.7 µM]	-16%[25.6 µM]	-5%[25.6 µM]	-4%[25.5 µM]	0%[26 µM]	-5%[25.6 µM]	11%[25.6 µM]
CSCCC(NC(=O)c1ccccc1)C(=O)NCc1ccco1 (stereo not given)	-7%	1.2%	i	?	-3%	6%	-2%	2%	-8%	-6%	-8%
CN(C)c1ncc2nc(-c3ccccc3)c(=O)n(C[C@H]3CCCO3)c2n1	4µM*	0.5%	i	i	-8%	?	7%	-1%[11.4 µM]	24%	-5%	193%
Cn1cc(S(=O)(=O)N2CCN(c3cccc(C(F)(F)F)c3)CC2)c(=O)n(C)c1=O	?	-0.9%	.	.	.	6%	-6%	6%	-6%	-6%	79%
CC(=O)c1c(C)nc2ccccn12	17%	2.5%	i	i	-16%	5%	-21%	1%	-2%	-5%	14%
COc1ccccc1NC(=O)Nc1ccnn1C1CCCCC1	23%	3.6%[1.84 µM]	i	?	0%	-1%	0%	2%	-2%	2%	-2%
COc1ccc(Br)cc1S(=O)(=O)N1CC(C)OC(C)C1 (stereo not given)	0%	1.3%	i	?	-17%	-7%	-7%	1%	1%	3%	-1%
CN1CCN(c2ncc3nc(-c4ccc(Cl)cc4)c(=O)n(CCC#N)c3n2)CC1	?	-0.4%	i	i	15%	6%	58%[activator]	1%[11.4 µM]	8%	-8%	3.2µM*
Cc1ccc2cc(CN(CC3CCCO3)S(=O)(=O)c3c(C)ccc4nsnc34)c(=O)[nH]c2c1 (stereo not given)	?	-1.8%	i	i	-6%	1%	-3%	0%	-1%	-1%	-17%
CCCCNc1cc(=O)n(C)c(=O)[nH]1	0%	0.1%	.	.	-17%	4%	2%	2%	-1%[2.3 µM]	-9%	6%
CCOC(=O)C(NC(=O)c1ccc(OC)cc1)(Nc1cc(C)on1)C(F)(F)F (stereo not given)	17%	-1.0%[57.5 µM]	i	i	1%	6%	13%	-1%	-2%	-10%	-10%

Assay outcomes: PubChem, National Center for Advancing Translational Sciences (NCATS)

Some of the compounds tested. The share of hits here may be higher or lower than overall.
